Assay outcomes (PubChem BioAssay)
ASAP1 GAP inh: blocks human ASAP1-stimulated Arf1 GTP hydrolysis. AID 624377. GDP FP detection. 0.19% of 360,000 active. Q9ULH1. inhibition, % at 16.5 µM; in the data active = inhibition above about 25%;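 note: 0% = vehicle with enzyme and substrate and 100% = no enzyme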
UHRF1 binding: human UHRF1 methylated DNA binding inhibitors; Q96T88; inhibition, % at 4.4 µM; UHRF1 binding to methylated oligo, TR-FRET; 0.75% of 370,000 active; in the data active = inhibition above about 21%;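 note: UHRF1 SRA domain binding a hemimethylated CpG hairpin DNA probe; 0% = median of test compound wells and 100% = reference inhibitor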
Rev-erbA mod: Rev-erb alpha (human) modulation. P20393. Rev-erbα–FITC-DNA binding, fluorescence polarization, 90 min. activity, % at 10 µM. 0.79% of 370,000 active;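 active = activity above about 14%, limit read from the data; passing the limit was not always enough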;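 note: 0% = DMSO wells with 35 nM protein and 100% = DMSO wells with 750 nM protein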
PLCg1 inh: blocks human PLC-gamma1 enzyme activity; AID 720700; 0.84% of 370,000 active; purified PLC-gamma1, fluorogenic substrate, fluorescence; inhibition, % at 12.2 µM; P19174; in the data active = inhibition above about 9.5%
DDE Tn6 FP inh: inhibitors of Tn6 peptide binding to human fibrin DD(E); P02675; Fibrin DD(E) TRITC-Tn6 fluorescence polarization displacement; inhibition, % at 8.3 µM; 0.21% of 370,000 active;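 active = inhibition above a per-campaign cutoff: mean of compounds within control limits plus 3 SD, cut at about 15% in these data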;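 note: 0% = median of all compound wells on the plate and 100% = blocking peptide control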
HGIII-sPLA2 inh: Inhibits HGIII-sPLA2 liposome hydrolysis, primary screen | QFRET BODIPY PC-A2 liposome hydrolysis, fluorescence | inhibition, % at 12.2 µM | 0.56% of 370,000 active;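 active = inhibition above mean plus 3 SD of compounds lying within the high and low control bounds, cut at about 19% in these data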;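 note: 0% = median of test compound wells and 100% = no enzyme DMSO wells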
ARFGAP1 inh: inhibits rat ARF GTPase activating protein 1 | Arfgap1-stimulated ARF1 GTP hydrolysis, GDP FP detection | AID 651572 | inhibition, % at 16.5 µM | 0.26% of 360,000 active;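 active = inhibition above a per-plate limit, mean inhibition of low control wells plus 3 SD, cut at about 25% in these data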;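 note: 0% = DMSO wells with enzyme and 100% = wells lacking Arfgap1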
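Replicates: Single well per compound | Assay system: Truncated rat Arfgap1 GAP domain | Control set: No-Arfgap1 wells (100%) versus DMSO full-reaction wells (0%) | Times: Enzyme reaction 120 min at 25 °C after 20 min preincubation | Reagent: Human ARF1(Δ1-17)-GTP substrate | Measured by: Tracer-displacement fluorescence polarization with EDTA stop, 620/688 nm | Measure: Percent inhibition of Arfgap1-stimulated GTP hydrolysis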
PLC-beta3 inh: inhibitors of human phospholipase C beta3. Q01970. Purified PLC-beta3, fluorogenic substrate, fluorescence. inhibition, % at 12.2 µM. 0.18% of 370,000 active; in the data active = inhibition above about 11%;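 note: 0% = median of compound wells on plate and 100% = full blocker control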
Target sequence (Q01970 whole entry, looked up): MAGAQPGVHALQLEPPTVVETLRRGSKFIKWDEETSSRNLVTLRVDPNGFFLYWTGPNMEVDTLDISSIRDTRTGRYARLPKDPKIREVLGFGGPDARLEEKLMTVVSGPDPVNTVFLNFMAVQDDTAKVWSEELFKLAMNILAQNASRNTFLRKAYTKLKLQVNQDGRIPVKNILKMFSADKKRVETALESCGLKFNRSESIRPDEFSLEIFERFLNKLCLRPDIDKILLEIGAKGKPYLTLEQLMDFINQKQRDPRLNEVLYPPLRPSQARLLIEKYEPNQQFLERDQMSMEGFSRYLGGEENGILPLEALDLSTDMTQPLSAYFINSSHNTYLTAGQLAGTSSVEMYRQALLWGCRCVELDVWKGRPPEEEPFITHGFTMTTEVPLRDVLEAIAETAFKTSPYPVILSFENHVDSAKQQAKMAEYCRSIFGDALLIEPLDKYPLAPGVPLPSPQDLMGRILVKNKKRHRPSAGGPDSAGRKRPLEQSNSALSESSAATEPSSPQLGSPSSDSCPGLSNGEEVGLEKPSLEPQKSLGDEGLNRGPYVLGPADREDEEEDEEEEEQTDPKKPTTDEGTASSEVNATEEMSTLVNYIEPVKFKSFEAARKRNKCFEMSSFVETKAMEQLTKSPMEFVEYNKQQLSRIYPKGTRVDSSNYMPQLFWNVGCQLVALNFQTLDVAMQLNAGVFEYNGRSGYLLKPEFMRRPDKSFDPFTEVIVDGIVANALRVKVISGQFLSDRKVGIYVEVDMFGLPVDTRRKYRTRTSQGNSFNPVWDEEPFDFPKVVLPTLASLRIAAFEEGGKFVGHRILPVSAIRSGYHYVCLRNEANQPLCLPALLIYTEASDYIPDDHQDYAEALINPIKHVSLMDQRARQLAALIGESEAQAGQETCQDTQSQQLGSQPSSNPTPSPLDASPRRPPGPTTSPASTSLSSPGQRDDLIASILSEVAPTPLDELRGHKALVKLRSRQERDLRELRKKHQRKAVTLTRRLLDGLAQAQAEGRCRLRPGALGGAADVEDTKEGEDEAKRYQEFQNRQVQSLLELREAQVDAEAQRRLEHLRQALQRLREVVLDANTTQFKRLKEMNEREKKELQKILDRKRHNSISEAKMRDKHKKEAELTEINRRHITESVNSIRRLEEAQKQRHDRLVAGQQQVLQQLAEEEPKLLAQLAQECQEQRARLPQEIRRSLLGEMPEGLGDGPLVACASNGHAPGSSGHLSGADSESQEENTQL
proKLK7 act: activators of human kallikrein-7 zymogen | activation, % at 7 µM | P49862 | AID 652039 | purified proKLK7, EDANS-DABCYL substrate fluorescence; 100% is mature enzyme control, 0% vehicle | 0.9% of 370,000 active;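 active = activation above the mean of all tested compounds plus 3 SD, computed per campaign excluding outliers beyond control limits, cut at about 13% in these data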
Tn7 DDE FP: DD(E)-Tn7 binding inhibition, primary FP screen. 0.13% of 370,000 active. inhibition, % at 8.3 µM. AID 720508. FP displacement of FITC-Tn7 peptide from fibrin DD(E); 0% = median of compound wells per plate;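 active = inhibition above the mean of compounds falling within the control limits plus 3 SD of them, cut at about 14% in these data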;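 note: 0% = plate median of compound wells and 100% = 10 µM Aha-Tn7 peptide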
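Assay system: human fibrin DD(E) protein / Input: 2 µM fibrin DD(E) / Benchmarks: high control of 10 µM Aha-Tn7 peptide / Measured by: fluorescence polarization of the labelled Tn7 tracer / Medium: Tris buffer with calcium and detergent, pH 7.8 / Timing: 10 min compound pre-incubation, 3 h probe incubation at room temperature / Repeats: one replicate per compound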
* marks the source's active call; other numbers are inactive results.

# | ASAP1 GAP inh | UHRF1 binding | Rev-erbA mod | PLCg1 inh | DDE Tn6 FP inh | HGIII-sPLA2 inh | ARFGAP1 inh | PLC-beta3 inh | proKLK7 act | Tn7 DDE FP | SMILES
1 | -7 | 1 | -6 | 2 | 7 | 1 | 10 | 1 | 0.3 | -3 | O=C(CSc1nnc(-c2cccnc2)n1Cc1ccco1)NCc1ccc2c(c1)OCO2
2 | 3 | -3 | 1 | 2 | 0 | 4 | -3 | -4 | -0.1 | -7 | COc1ccc(CNn2cnnc2)c(O)c1
3 | -4 | -1 | 3 | -58 | 5 | -19 | 10 | -83 | 1.8 | 7 | CCC1(CC)Cc2ccccc2-c2nc(NN)[nH]c(=O)c21
4 | -2 | -2 | 3 | 3 | 2 | -5 | -8 | -6 | 0.3 | 2 | O=C(/C=C/c1ccccc1)Oc1coc(CSc2ncccn2)cc1=O
5 | -7 | -2 | 1 | -1 | 0 | 7 | 4 | 2 | 0.1 | 3 | O=C(Nc1ccc(N2CCOCC2)cc1)NC1CCCCC1
6 | 2 | -1 | 4 | 2 | -1 | 6 | 8 | 2 | 0.3 | 1 | CN1CCN(C(=O)c2cc(-c3cccc(Cl)c3)on2)CC1
7 | -9 | 0 | -4 | 8 | 2 | 1 | 4 | 0 | -0.2 | 2 | Cc1cc(C)n2nc(SCC(=O)NCc3ccco3)nc2n1
8 | -6 | 0 | -4 | 1 | 12 | -2 | 6 | 4 | 0.1 | 3 | CNC(=S)NCC(O)c1ccc([N+](=O)[O-])cc1 (stereo not given)
9 | -3 | 0 | 0 | 0 | -8 | 11 | 9 | -9 | 0.2 | 2 | O=C(CN1C(=O)NC2(CCCCCCC2)C1=O)NCc1ccc(F)cc1
10 | 7 | 1 | 1 | -5 | 4 | 1 | -4 | -5 | 0.5 | 1 | COc1ccc(CNC(=O)COC(=O)CCN2C(=O)C3CC=CCC3C2=O)cc1OC (stereo not given)
11 | -16 | -2 | 2 | 1 | -5 | 3 | -3 | 2 | -0.2 | 1 | CCN1CCCC1CNC(=O)C(NC(=O)C1CCC(C)CC1)C(C)C (stereo not given)
12 | -3 | 1 | 3 | -1 | -4 | 0 | 4 | -2 | -0.1 | 0 | COc1ccc(OCC#CCn2ccnc2)cc1
13 | 0 | -1 | -5 | 2 | -1 | 11 | 3 | 4 | 0.1 | 9 | CCN(C(=O)CSc1ccc2c(c1)OCCO2)C1CCS(=O)(=O)C1 (stereo not given)
14 | -8 | -4 | -3 | 6 | -8 | -10 | 5 | 3 | 0.3 | -1 | O=C(CNC(=O)Cn1ccc2ccccc2c1=O)NCCCN1CCN(c2cccc(Cl)c2)CC1
15 | -7 | 3 | -4 | -5 | -5 | 7 | 5 | -8 | -0.1 | 5 | CC(Sc1ncnc2sccc12)C(=O)Nc1ccc(C(N)=O)cc1 (stereo not given)
16 | -1 | 0 | -5 | -8 | -4 | -3 | -13 | -10 | -0.3 | 5 | CCc1nc2ccc(C(=O)NCCc3ccccn3)cn2c1N(CC)Cc1cccc(Br)c1
17 | 0 | 0 | 3 | 0 | -5 | 1 | 3 | 2 | 0.2 | -7 | O=C(Cn1ncc2c(=O)oc3ccccc3c21)NCCCN1CCCC1=O
18 | -1 | -1 | -2 | 0 | 2 | -1 | 0 | 1 | 0.0 | 4 | CC(C)(C)N(Cc1ccccc1)C(=O)COC(=O)CNC(=O)c1ccco1
19 | 12 | -4 | -4 | -6 | 3 | -5 | -10 | -7 | -0.2 | -7 | COCCCN1CC(=O)N2C(c3ccc(OC)c(OC)c3)c3[nH]c4ccccc4c3C[C@H]2C1=O (stereo not given in full)
20 | -8 | 1 | 9 | 0 | 1 | 1 | -1 | 6 | -0.2 | -5 | Cc1cn(S(=O)(=O)c2ccc(Cl)cc2)c(C)n1
21 | 9 | 37* | -1 | 9.5* | 0 | 8 | -5 | -2 | -0.1 | 1 | CCOC(=O)COc1ccc(S(=O)(=O)N2CCN(c3ccc(OC)cc3)CC2)cc1
22 | -1 | -2 | 4 | 1 | 1 | -28 | -5 | -3 | 0.6 | -3 | COc1ccc(OC)c(-c2nnc3n2N=C(c2ccc(OC(F)F)c(OCC4CC4)c2)CS3)c1
23 | 4 | 2 | -7 | 1 | -1 | 4 | 5 | 2 | 0.1 | -1 | COc1ccc2nc(SCC(=O)N3CCNC3=O)[nH]c2c1
24 | 4 | 0 | 7 | -2 | 1 | -14 | 0 | -1 | 0.0 | 2 | Cc1cccc(NC(=O)c2ccc(COc3cccc4ccccc34)o2)n1
25 | 0 | 0 | -5 | -2 | 3 | 3 | -4 | 2 | 0.1 | 1 | CCOP(C)(=O)C1(C(=O)OCc2ccccc2)CC1 (stereo not given)

The list goes on; it opens with the three that closed the last part.
# | ASAP1 GAP inh | UHRF1 binding | Rev-erbA mod | PLCg1 inh | DDE Tn6 FP inh | HGIII-sPLA2 inh | ARFGAP1 inh | PLC-beta3 inh | proKLK7 act | Tn7 DDE FP | SMILES
23 | 4 | 2 | -7 | 1 | -1 | 4 | 5 | 2 | 0.1 | -1 | COc1ccc2nc(SCC(=O)N3CCNC3=O)[nH]c2c1
24 | 4 | 0 | 7 | -2 | 1 | -14 | 0 | -1 | 0.0 | 2 | Cc1cccc(NC(=O)c2ccc(COc3cccc4ccccc34)o2)n1
25 | 0 | 0 | -5 | -2 | 3 | 3 | -4 | 2 | 0.1 | 1 | CCOP(C)(=O)C1(C(=O)OCc2ccccc2)CC1 (stereo not given)
26 | -4 | 1 | 4 | 3 | 5 | 0 | -4 | 5 | 0.1 | -1 | COC1CC(NC(C)=O)C(OC(=O)c2ccccc2)C(CBr)O1 (stereo not given)
27 | 7 | -2 | 22* | -2 | -8 | -34 | -1 | 1 | -1.9 | -8 | CSc1ccc(/C=C(\C#N)C(=O)Nc2cccc(C)c2)cc1
28 | 7 | 0 | 13 | 1 | -1 | -3 | 5 | -2 | -0.2 | -4 | CC(=O)N1N=C(c2ccco2)CC1c1cc2ccc(C)cc2nc1Cl (stereo not given)
29 | 7 | -2 | 0 | 3 | 2 | -2 | -10 | 0 | 0.4 | 15* | COc1ccc(/C=N/N2CCN(c3ccc(Cl)cc3)CC2)cc1O
30 | -6 | -1 | 7 | 1 | 6 | 4 | -8 | -2 | -0.3 | 3 | CCCCNS(=O)(=O)CCNCCc1ccccc1
31 | 0 | 0 | -1 | 0 | 4 | 7 | 9 | -3 | -0.1 | -2 | Cc1ccc(C(=O)NNC(=O)Cn2ccc(C(F)(F)F)n2)o1
32 | -6 | -2 | 4 | -52 | -1 | -11 | 6 | -77 | 0.8 | 11 | COc1cc(/C=N/Nc2cc(C)nc(NS(=O)(=O)c3ccccc3)n2)ccc1O
33 | 6 | -1 | -2 | 0 | 1 | -10 | 1 | 2 | -0.5 | 0 | O=C(Cc1ccccc1)c1ccc(O)cc1
34 | -1 | 1 | 9 | 4 | -8 | 2 | 2 | -10 | 0.8 | 3 | CS(=O)(=O)c1cccc(S(=O)(=O)N2CCCCCC2)c1
35 | 3 | -2 | 3 | -1 | 4 | 5 | 3 | 2 | -0.7 | 2 | CCOC(=O)C(NCc1ccccc1OC)(NC(C)=O)C(F)(F)F (stereo not given)
36 | 2 | -2 | -3 | 0 | -10 | -7 | -5 | -5 | 0.2 | 3 | C=CCNC(=O)c1ccc(CN(c2ccc(OCC)cc2)S(=O)(=O)c2ccc(C)cc2)cc1
37 | 3 | -4 | -1 | 1 | -10 | -85 | 1 | 1 | 0.0 | -1 | O=C(c1ccco1)c1cn[nH]c1-c1ccc(Cl)cc1O
38 | 22 | 2 | 5 | 0 | -6 | -9 | 6 | 2 | -0.1 | -10 | Cc1ccc(Cl)cc1-c1cc(C(=O)NCc2ccccc2)[nH]n1
39 | 12 | 5 | 1 | -2 | -12 | 0 | -2 | -4 | -0.1 | -5 | CC1CCN(C(=O)c2cc(-c3ccccc3O)on2)CC1
40 | 4 | 0 | 5 | -1 | -5 | -20 | 5 | 0 | 0.4 | -2 | CN(C)S(=O)(=O)Oc1ccsc1C(=O)Nc1ccc(Cl)c(Cl)c1
41 | 0 | -1 | -4 | 8 | -6 | 15 | 1 | -2 | 0.4 | 4 | O=C1Nc2cnc(Cl)nc2Nc2ccccc21
42 | -9 | 0 | 4 | 1 | 3 | -6 | -10 | -3 | 1.0 | -3 | COc1cc(OC)cc(Oc2ccc(S(=O)(=O)N3CCCCC3)cc2[N+](=O)[O-])c1
43 | 8 | -3 | -7 | 0 | 1 | -49 | -13 | -6 | -0.9 | 8 | COc1ccc(C2c3c(-c4ccccc4O)n[nH]c3C(=O)N2Cc2ccco2)cc1OC (stereo not given)
44 | -2 | 5 | 1 | 7 | -6 | 9 | -1 | 7 | -0.4 | 6 | Cn1c(SCC(=O)c2ccc(F)cc2)nnc1-c1ccccn1
45 | 4 | 1 | 0 | -1 | -3 | 10 | -1 | -1 | 0.4 | 3 | O=[N+]([O-])c1ccc2[nH]ccc2c1
46 | 3 | 0 | -1 | -1 | 0 | 8 | 12 | -6 | 0.3 | 2 | C=CCn1c(C)nnc1SCC(=O)NC1CCCCC1
47 | 2 | -2 | 2 | 1 | -8 | -6 | 3 | -1 | -0.2 | -9 | O=C(NCCN1C(=O)S/C(=C\c2ccc(Cl)c(Cl)c2)C1=O)C1COc2ccccc2O1 (stereo not given)
48 | -1 | -3 | 1 | -1 | 2 | 4 | -8 | 0 | -0.7 | 4 | NC(N)=NC(N)=Nc1ccc2ccccc2c1
49 | 2 | 0 | -8 | -3 | 0 | 18 | -5 | 3 | 0.3 | 3 | CC1=NN(C(=O)c2c(Br)c(C)nn2C)C(O)(C(F)(F)F)C1 (stereo not given)
50 | -10 | 27* | 2 | 1 | 6 | 7 | 4 | -5 | -0.2 | -3 | O=[N+]([O-])c1cccc(NC(=S)N2CCCC2)c1
51 | 11 | 1 | 2 | 3 | -2 | 8 | 8 | -9 | 0.5 | 3 | CCCCC1CCCC12NC(=O)NC2=O (stereo not given)
52 | -12 | -1 | -10 | 2 | -3 | 7 | 7 | 1 | 0.3 | 7 | O=S(=O)(c1ccc2c(c1)OCCO2)C1CCC(S(=O)(=O)c2c(F)cccc2F)CC1 (stereo not given)
53 | 2 | 0 | -2 | -2 | -4 | -3 | 7 | -1 | 0.3 | -6 | C/C=N\NC(=O)COc1cc(C)ccc1C
54 | 2 | -2 | 0 | 0 | 5 | 3 | 6 | -8 | -0.1 | 7 | NNC(=O)c1[nH]c2ccc(Br)cc2c1-c1ccccc1
55 | 0 | 0 | 3 | 2 | -3 | -3 | 3 | -1 | -0.6 | -8 | CC1CCCCC1NC(=O)CN(C)S(=O)(=O)c1ccc2c(c1)c(=O)n(C)c(=O)n2C (stereo not given)
56 | -10 | 1 | 2 | -1 | 7 | 9 | -8 | -3 | -0.3 | 3 | O=C1Nc2cc(Cl)c(Cl)cc2N(O)N1c1ccc(Cl)c(Cl)c1
57 | 1 | 1 | 4 | 2 | 2 | 7 | -3 | 3 | -0.2 | -4 | CCOCCn1ccc2c(OCC(=O)Nc3ccc(OC)cc3OC)cccc2c1=O
58 | 0 | 0 | 0 | 0 | -7 | 10 | 12 | 2 | -0.1 | 9 | O=C(Nc1ccc(N2CCCCC2)cc1)c1ccccc1
